# Screens from PubChem BioAssay.
# PfHsp90 yeast 2 = growth inhibition of PfHsp90-expressing yeast, primary screen, antimalarial PfHsp90 inhibitor project, S. cerevisiae, BacTiter-Glo luminescence, single point, set 2. inhibition, % at 9.4 µM. 310,000 tested, 0.32% active. BacTiter-Glo ATP, 48 h; yeast lacking PDR1 and PDR3 efflux regulators. AID 504621, 2011;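 active = every replicate shows inhibition above about 80%, whatever the replicate mean, limit read from the data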;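 also: 0% = DMSO neutral controls and 100% = 20 µM radicicol positive controls; yeast relying on Plasmodium falciparum Hsp90 in place of its own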
# SUMO Mot1 rescue = yeast Mot1-301 growth rescue at high temperature, primary screen, SUMOylation pathway inhibitor project, S. cerevisiae, ATP luminescence, 38.5C | S. cerevisiae Mot1-301 growth rescue; percent above DMSO median, 100 means doubled | AID 2716, 2010 | 320,000 tested, 1% active | growth rescue, % at 18.8 µM;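 active = every valid replicate shows activation above 250% relative to neutral control wells; inactive = the rest, any valid replicate at or below 250%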;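 also: OY570 slx delta 5 strain wells were the positive control but not used for scaling; some compounds called inactive have numbers as strong as hits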
# PvdQ inh = P. aeruginosa PvdQ acylase inhibitors, primary screen, biochemical, fluorescence, plate reader and imaging, single point; inhibition, % at 10 µM; PvdQ acylase [Pseudomonas aeruginosa LESB58]; purified PvdQ acylase; 340,000 tested, 0.063% active; AID 488965, 2010; in the data active = inhibition above about 30%, passing the limit was not always enough;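 also: 0% = vehicle neutral wells and 100% = reference inhibitor wells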
# RTF Ca sens act = cardiac RTF calcium sensitivity activators, primary screen, biochemical, IANBD-TnC fluorescence, EC20 calcium | Troponin I, cardiac muscle (Homo sapiens) + Troponin T, cardiac muscle (Homo sapiens) + … | IANBD-labeled TnC RTF fluorescence at EC20 calcium; 0% EC20 calcium, 100% full calcium | activation, % at 7.2 µM | 340,000 tested, 0.24% active | AID 493008, 2010;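 active = activation above the mean over all tested compounds plus 3 SD, cut at about 30% in these data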;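 also: rise in fluorescence read as greater calcium sensitivity of cardiac thin filaments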
# Rtt109 Vps75 = inhibitors of C. albicans Rtt109/Vps75 HAT, primary screen, biochemical, ThioGlo CoA-SH fluorescence, plate reader; Histone acetyltransferase RTT109 (Candida albicans (strain SC5314 / ATCC MYA-2876)), …; purified Rtt109/Vps75, 4 h; inhibition, % at 34.9 µM; 330,000 tested, 0.16% active; AID 540336, 2011;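 active = inhibition of at least 50% in every replicate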
# C-LANA FP = inhibitors of KSHV C-LANA binding to DNA, primary screen, biochemical, fluorescence polarization, FAM-LBS DNA, MBP-C-LANA, single point; inhibition, % at 9 µM; 340,000 tested, 0.078% active; Kaposi's sarcoma herpesvirus LANA C-terminal domain (residues 932-1162) DNA binding; AID 504423, 2011;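 active = highest replicate inhibition at or above 60% at 9 µM, even if other replicates fall short; inactive = all replicates below 60% inhibition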;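 also: 0% = neutral control wells and 100% = 4 µM acridine orange control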
# NSD2 HMT inh = NSD2 histone methyltransferase inhibitors, primary screen, biochemical, AlphaScreen, single concentration, set 2 | inhibition, % at 12.5 µM | Histone-lysine N-methyltransferase NSD2 (Homo sapiens), O96028 | 310,000 tested, 0.54% active | NSD2 peptide methylation, 120 min; in the data active = inhibition above about 50%
# Target sequence (O96028 whole entry, looked up): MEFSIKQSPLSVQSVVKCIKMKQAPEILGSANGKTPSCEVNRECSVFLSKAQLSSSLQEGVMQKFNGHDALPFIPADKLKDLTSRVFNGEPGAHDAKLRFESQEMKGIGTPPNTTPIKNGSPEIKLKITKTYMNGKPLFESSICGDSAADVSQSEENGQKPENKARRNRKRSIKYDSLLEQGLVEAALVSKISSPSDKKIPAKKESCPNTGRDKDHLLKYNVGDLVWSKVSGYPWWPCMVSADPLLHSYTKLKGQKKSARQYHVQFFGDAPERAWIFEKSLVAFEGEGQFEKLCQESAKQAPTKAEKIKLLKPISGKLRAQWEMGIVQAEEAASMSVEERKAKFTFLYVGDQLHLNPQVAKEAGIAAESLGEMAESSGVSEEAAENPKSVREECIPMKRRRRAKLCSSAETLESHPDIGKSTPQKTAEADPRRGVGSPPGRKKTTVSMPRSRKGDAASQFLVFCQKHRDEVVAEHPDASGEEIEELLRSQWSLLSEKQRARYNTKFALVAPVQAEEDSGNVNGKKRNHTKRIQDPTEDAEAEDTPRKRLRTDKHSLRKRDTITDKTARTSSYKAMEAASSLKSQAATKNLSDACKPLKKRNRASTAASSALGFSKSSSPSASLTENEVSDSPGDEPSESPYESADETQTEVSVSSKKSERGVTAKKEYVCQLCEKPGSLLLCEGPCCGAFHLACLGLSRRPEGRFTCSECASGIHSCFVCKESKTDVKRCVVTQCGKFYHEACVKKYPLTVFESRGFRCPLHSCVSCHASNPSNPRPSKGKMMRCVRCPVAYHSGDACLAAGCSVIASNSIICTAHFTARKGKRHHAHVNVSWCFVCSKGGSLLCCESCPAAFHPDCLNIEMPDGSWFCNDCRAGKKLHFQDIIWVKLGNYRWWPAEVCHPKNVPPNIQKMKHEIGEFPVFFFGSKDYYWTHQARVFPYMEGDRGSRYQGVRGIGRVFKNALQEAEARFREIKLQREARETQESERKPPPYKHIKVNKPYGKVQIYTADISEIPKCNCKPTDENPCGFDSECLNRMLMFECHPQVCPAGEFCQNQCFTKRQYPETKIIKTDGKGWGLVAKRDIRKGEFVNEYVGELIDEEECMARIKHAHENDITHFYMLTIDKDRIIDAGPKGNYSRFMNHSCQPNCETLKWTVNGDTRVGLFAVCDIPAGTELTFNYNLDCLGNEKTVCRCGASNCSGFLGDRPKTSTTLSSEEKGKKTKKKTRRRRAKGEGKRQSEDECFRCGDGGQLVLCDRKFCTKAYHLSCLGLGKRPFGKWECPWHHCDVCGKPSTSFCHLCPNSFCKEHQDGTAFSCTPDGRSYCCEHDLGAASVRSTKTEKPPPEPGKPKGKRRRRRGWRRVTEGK
# dFosB act = activators of delta FosB homodimer, primary screen, biochemical, fluorescence polarization, TAMRA-CDK5 oligo, single point | purified delta FosB; percent of positive-control signal above neutral wells | activation, % at 25 µM | 340,000 tested, 0.99% active;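 active = mean activation above about 17%, with every replicate also reaching it, limit read from the data, passing the limit was not always enough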;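 also: fluorescence polarization rise as delta FosB binds a TAMRA Cdk5 AP-1 oligo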
# CDK5 p35 inh = inhibitors of human CDK5/p35 kinase, primary screen, biochemical, single concentration. Cyclin-dependent kinase 5 (Homo sapiens) + Cyclin-dependent kinase 5 activator 1 (Homo …. Recombinant CDK5/p35, ADP-Glo luminescence, 60 min. inhibition, % at 10 µM. 330,000 tested, 0.01% active;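 active = highest replicate inhibition of at least 50% and at least 75% of replicates reaching 50%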;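 also: plate controls were DMSO neutral control for no effect and GW8510 at 10 µM for full effect; many of its hits are not listed in these tables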
# Keap1-Nrf2 PPI = Keap1-Nrf2 protein-protein interaction inhibitors, primary screen, biochemical, fluorescence polarization, single point | Kelch-like ECH-associated protein 1 (Homo sapiens), Q14145 | Keap1 Kelch-Nrf2 peptide fluorescence polarization, 1536-well | inhibition, % at 9.4 µM | 340,000 tested, 0.15% active | AID 504523, 2011; in the data active = inhibition above about 12%;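 also: human Keap1 Kelch domain with fluorescein labeled Nrf2 9mer peptide probe; 0% = neutral control wells and 100% = peptide positive control; higher means more block of Keap1 binding to Nrf2 peptide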
# Cardiac RTF inh = cardiac RTF calcium sensitivity inhibitors, primary screen, biochemical, IANBD-TnC fluorescence, EC70 calcium; IANBD-labeled cardiac RTF, Ca2+ fluorescence; Troponin I, cardiac muscle (Homo sapiens) + Troponin T, cardiac muscle (Homo sapiens) + …; AID 493244, 2011; 340,000 tested, 0.12% active; inhibition, % at 7.15 µM;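 active = inhibition above the mean inhibition of all tested compounds plus 3 SD, cut at about 17% in these data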;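 also: assay run at fixed EC70 calcium of 1.6 mM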
# * = called active by the depositor; nt = no result given.
compound	NSD2 HMT inh	Keap1-Nrf2 PPI	CDK5 p35 inh	PvdQ inh	Cardiac RTF inh	dFosB act	RTF Ca sens act	PfHsp90 yeast 2	Rtt109 Vps75	SUMO Mot1 rescue	C-LANA FP
O=C(Nc1cccc(Cl)c1)c1cnc[nH]1	-3	-2	5.9	-16	-4	-12	-5	3	7	-10	0.4
O=C(C1CCC(=O)N1Cc1ccccc1Cl)N1CCN(c2ccc(F)cc2)CC1 (centres undefined)	8	1	-1.4	-16	-11	-3	4	4	-2	nt	0.7
O=C(c1cnccn1)N(Cc1ccco1)C1(C(=O)NC2CCCC2)CCCCC1	-2	1	nt	-1	10	-3	-5	-24	-5	-9	0.5
CN(C)S(=O)(=O)c1cccc(COC(=O)c2ccc(Cl)cc2O)c1	nt	-3	-0.8	10	-5	-7	-1	10	2	185	1.6
O=C(Nc1ccc(Cl)cc1)N1CCc2[nH]c3ccccc3c2C1	nt	-5	-1.8	-7	4	-1	-5	-18	-11	4	0.8
CCOC(=O)CSc1nc2sc(C)c(C)c2c(=O)n1N	6	2	0.6	12	-11	-2	5	-15	9	-3	-1.4
Cc1ccc(Cn2ccc(=O)c(Cc3c(Cl)cccc3Cl)c2C)cc1	0	-7	-1.5	6	8	1	-2	-4	16	-17	-0.9
c1ccc(CN(Cc2cccs2)C(c2cccs2)c2nnnn2C2CCCC2)cc1 (centres undefined)	-1	-4	-1.2	6	-5	-4	2	-13	-4	-12	-1.0
CC(C)(C)OC(=O)N1CC(O)CC1C(=O)OCC(=O)c1ccccc1 (centres undefined)	28	2	-1.0	-3	14	2	4	nt	-3	-2	-0.3
Cc1ccccc1NC(=O)c1ccc(-n2cncn2)nc1	-4	0	0.4	-5	-1	-2	3	0	-2	0	0.6
O=C1/C(=C\c2ccsc2)N2CCC1CC2	0	0	-0.5	-16	-6	1	-2	-3	7	8	0.6
c1ccc(Cn2c(Sc3nnnn3-c3ccccc3)nnc2-c2ccccc2)cc1	-5	-8	0.3	10	-5	5	-4	-3	7	31	0.0
O=C(CCc1nnc(-c2ccccc2)o1)c1ccc(Cl)cc1	7	-6	-1.6	-12	-15	-2	1	-22	-2	438	0.2
COc1ccc(CNC(=S)Nc2ccc3nc(N4CCN(C)CC4)cc(C)c3c2)cc1	nt	-8	0.7	-14	2	6	-1	21	2	-17	1.3
O=C(NNC(=O)c1ccc[nH]1)Nc1cccc(C(F)(F)F)c1	1	4	-0.4	-13	-8	-7	6	-13	-4	-7	0.4
O=C(NCc1nc2ccccc2[nH]1)C1=C[C@@H](c2ccccc2)C[C@@H](OCCCCO)O1	nt	-8	0.7	5	12	2	5	5	-2	154	-1.7
Cc1cc(C)cc(C(=O)NC(CC(N)=O)c2ccc(NCCN3CCCC3)c([N+](=O)[O-])c2)c1 (centres undefined)	nt	0	1.2	-12	-3	-12	9	-17	-5	7	0.5
O=C(CCS(=O)(=O)c1ccc(Cl)cc1)NCCC1=CCCCC1	0	5	-1.1	-9	-1	-10	0	20	-7	-8	1.9
CC(=O)Nc1ccccc1OCC(=O)NCCc1ccc(Cl)cc1Cl	-1	-4	0.4	-2	5	-4	-1	12	-1	-1	-2.1
O=S(=O)(NCC(c1cccnc1)N1CCN(c2ccc(F)cc2)CC1)c1ccc(F)cc1 (centres undefined)	nt	3	-1.2	1	-4	-9	2	-9	0	11	2.8
CN1C(=O)/C(=C\c2cccc(OCc3ccccc3)c2)SC1=S	nt	-1	0.5	-9	-9	-10	2	-6	-4	nt	-1.0
O=C(Cn1nc(Cl)nc1Cl)Nc1ccccc1	-6	3	-0.5	-15	-8	4	-3	13	-1	34	0.4
COc1ccc(NC(=O)Cn2c(NCC(C)O)nc3ccccc32)cc1Cl (centres undefined)	1	1	-1.1	-7	4	-4	-4	-1	-5	46	-0.9
CC(CNC(=O)Cn1ccc(N)nc1=O)c1ccccc1 (centres undefined)	nt	-7	3.7	-4	7	-5	10	-2	-5	17	-1.6
Cc1ccc(C(=O)Nc2ccc3c(c2)OCO3)cc1NC(=O)c1ccco1	5	-1	-2.1	-11	-4	-1	-2	-21	19	nt	1.2
CCN(CC1CCCO1)C(=O)c1cc(COc2ccc(OC)cc2Cl)on1 (centres undefined)	-4	2	-1.8	-9	-6	-10	9	-5	-15	268	-0.2
CS(=O)(=O)N1Cc2ccccc2CC1C(=O)OCC(=O)NCc1ccccc1 (centres undefined)	0	0	1.8	-3	2	-6	-4	nt	-4	-1	-1.9
Cc1ccc2nc(SCn3nnc4ccccc4c3=O)[nH]c2c1	3	-1	0.3	-5	-12	-3	-7	-34	-8	-7	1.9
CCCCNC(C(=O)Nc1cccc(S(=O)(=O)N2CCOCC2)c1)c1ccccc1 (centres undefined)	-7	7	-0.9	7	3	-11	2	-7	-1	-1	-0.2
O=C(Cn1nnc(-c2cccs2)n1)NCc1ccco1	-1	1	-2.3	-4	9	-6	-3	-10	2	8	-0.3
C=CCC(C#Cc1ccc(C)cc1)N(CC)CC (centres undefined)	0	-1	0.2	1	-8	1	2	6	-16	20	-2.2
COc1cc(C2NC(=S)NC(c3ccccc3)=C2C(C)=O)cc(Br)c1OCC(N)=O (centres undefined)	2	-4	-2.3	7	-5	-8	4	16	9	2	-0.5
COc1ccc(/C=C/C(=O)N2CCC(c3ccccc3)C2)cc1 (centres undefined)	8	-6	-0.4	2	-11	-11	2	2	11	nt	1.2
CCOC(=O)CNC1CC(=O)N(c2cccc(Cl)c2)C1=O (centres undefined)	3	3	-2.8	0	10	-2	-1	-4	-5	-17	0.2
CCc1ccc(S(=O)(=O)Nc2nccs2)cc1	1	0	-0.3	-4	-1	-2	4	-19	-3	-14	-1.4
CSc1cccc(NC(=O)COc2ccccc2C)c1	-4	-4	-0.4	-13	-5	-7	-2	-25	-3	4	-0.5
Cc1ccc(S(=O)(=O)NCC(=O)N2CCN(c3ccccn3)CC2)cc1	-1	-1	-1.7	-9	-11	-4	-1	nt	16	-8	1.2
Cc1csc(NC(=O)C(NS(=O)(=O)c2ccc(Br)s2)c2ccccc2)n1 (centres undefined)	0	3	0.4	-2	4	2	0	-12	2	41	0.6
CCC(C)c1ccccc1NS(=O)(=O)c1cnn(CC)c1 (centres undefined)	1	-2	-0.9	9	6	-2	1	6	-1	-12	0.7
Cc1cccc(NC(=O)Nc2ccc(Oc3c(F)c(F)c(F)c(F)c3F)cc2)c1	-2	0	-1.0	-6	-2	-1	-1	22	-5	11	-1.3
CC1=C(C)CC(C(=O)NCc2c(F)cccc2Cl)C(C(=O)O)C1 (centres undefined)	-2	4	0.7	-9	-8	7	-1	-1	-5	23	1.6
O=C(NCc1ccco1)/C(=C\c1cccs1)NC(=O)c1ccsc1	nt	4	-0.7	3	-4	-3	9	14	20	-7	-0.1
Cc1cccc(C(=O)O/N=C2\CCCc3ccccc32)c1	0	-5	1.6	-12	-5	-13	4	17	1	-1	-1.4
COc1cc2nc(C3CCC3)n(NC(=O)C3CCCC(OC)C3)c(=O)c2cc1OC (centres undefined)	-5	4	-1.9	-9	-7	-6	-3	nt	-4	-18	-0.2
O=C(NCC1CCCO1)c1cn(Cc2ccccc2)nc1-c1ccccc1 (centres undefined)	-2	2	-0.5	-11	-7	-15	1	-11	5	-2	-0.3
N#Cc1c(-c2ccccc2)cc(-c2ccccc2)[nH]c1=O	2	-2	0.0	-11	-4	1	1	27	-12	149	3.9
O=C(NCCCN1CCOCC1)C(=O)NCC1OCCN1S(=O)(=O)c1ccc(F)cc1 (centres undefined)	0	0	0.6	-12	-2	-2	-1	-51	-13	-8	-2.2
Cc1c(C(=O)N2CCN(c3ncccn3)CC2)sc2nc3n(c(=O)c12)CCCC3	nt	-2	-1.6	-14	3	-6	9	nt	-6	4	1.8
CC(C)N1CCN(c2ccncc2S(=O)(=O)N2CCOCC2)CC1	1	4	0.6	1	4	2	-2	2	11	6	-0.8
COCCn1c(C)cc(C(=O)CSc2nc(C)nc3sc4c(c23)CCC4)c1C	-3	-4	1.2	8	-7	5	0	41	5	295	-1.1

# Other compounds.
compound	NSD2 HMT inh	Keap1-Nrf2 PPI	CDK5 p35 inh	PvdQ inh	Cardiac RTF inh	dFosB act	RTF Ca sens act	PfHsp90 yeast 2	Rtt109 Vps75	SUMO Mot1 rescue	C-LANA FP
COc1ccc(NC(=O)CCSc2cc(C)c3ccccc3n2)cc1	0	0	-0.2	10	5	4	-6	-6	3	5	-0.4
Cc1c(C)n(C)c2ccc(C(=O)NCCCN3CCN(c4ccccc4F)CC3)cc12	6	-5	-0.8	-17	-2	-6	-1	6	-4	19	-0.9
Cc1cc(Cl)ccc1OCCCC(=O)N1CCN(C)CC1	nt	1	-0.2	0	1	10	-4	5	15	-7	-0.8
COC(=O)CCSCC(=O)Nc1ccc(S(=O)(=O)N2CCOCC2)cc1OC	18	-3	-4.7	-8	-6	-5	14	-3	6	167	0.9
Cc1nc(S/C(=C/c2ccc(-c3ccc(C(=O)O)cc3)o2)C(=O)O)n[nH]1	34	-4	-1.6	1	-14	-7	3	-14	18	4	5.1
COc1ccc(C)cc1S(=O)(=O)N1CCCC(C(=O)NCC2CCCO2)C1 (centres undefined)	0	0	-0.3	0	-18	-4	-4	-13	17	-1	0.7
CC(C)OC(=O)C1CC(C)(O)C(=O)C(C(=O)OC(C)C)C1c1ccc([N+](=O)[O-])cc1 (centres undefined)	-3	-4	1.4	-18	-9	-2	5	-23	3	-16	-0.6
